TLR9-MyD88 inh – inhibitors of TLR9-MyD88 association in cells, primary screen, cell-based, CHO, BLA complementation, fluorescence; Toll-like receptor 9 (Homo sapiens) + Myeloid differentiation primary response protein …; CCF4 FRET ratio; inhibition, % at 4.98 µM; 340,000 tested, 0.21% active;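 active means inhibition above the mean over all tested compounds plus 3 SD, cut at about 21% in these data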;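 further: 0% = DMSO only wells and 100% = clavulanate BLA inhibitor control wells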
LMP1 NFkB inh – EBV LMP1-driven NF-kappaB luciferase reporter inhibitors, primary screen, cell-based, luminescence, single point. 350,000 tested, 0.69% active. inhibition, % at 12.5 µM. LMP1-induced NF-kappaB luciferase reporter cells. AID 504558, 2011; in the data active means inhibition above about 41%;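 further: 0% = neutral control wells and 100% = reference inhibitor control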
C8 TRAIL sens – viability loss with TRAIL in NB7+C8 cells, primary screen, TRAIL sensitizer project, cell-based, ATPlite luminescence; inhibition (viability loss, TRAIL sensitization), % at 10 µM; AID 624354, 2012; 360,000 tested, 1% active;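 active means compounds causing at least 50% loss of cell viability in the single-dose screen, relative to plate controls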
SRC2 inh – inhibition of GAL4-SRC2 driven luciferase reporter, primary screen, SRC2 inhibitor project, cell-based, luminescence. HEK293 GAL4-SRC2 luciferase reporter. AID 651957, 2012. 370,000 tested, 0.17% active. inhibition, % at 9 µM;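 active means inhibition above the mean inhibition of all tested compounds plus 3 SD, set per campaign, cut at about 52% in these data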;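 further: 0% = DMSO treated cells and 100% = cells given Gossypol at 36 µM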
Target sequence (Q15596 whole entry, looked up, the tested form may be a part): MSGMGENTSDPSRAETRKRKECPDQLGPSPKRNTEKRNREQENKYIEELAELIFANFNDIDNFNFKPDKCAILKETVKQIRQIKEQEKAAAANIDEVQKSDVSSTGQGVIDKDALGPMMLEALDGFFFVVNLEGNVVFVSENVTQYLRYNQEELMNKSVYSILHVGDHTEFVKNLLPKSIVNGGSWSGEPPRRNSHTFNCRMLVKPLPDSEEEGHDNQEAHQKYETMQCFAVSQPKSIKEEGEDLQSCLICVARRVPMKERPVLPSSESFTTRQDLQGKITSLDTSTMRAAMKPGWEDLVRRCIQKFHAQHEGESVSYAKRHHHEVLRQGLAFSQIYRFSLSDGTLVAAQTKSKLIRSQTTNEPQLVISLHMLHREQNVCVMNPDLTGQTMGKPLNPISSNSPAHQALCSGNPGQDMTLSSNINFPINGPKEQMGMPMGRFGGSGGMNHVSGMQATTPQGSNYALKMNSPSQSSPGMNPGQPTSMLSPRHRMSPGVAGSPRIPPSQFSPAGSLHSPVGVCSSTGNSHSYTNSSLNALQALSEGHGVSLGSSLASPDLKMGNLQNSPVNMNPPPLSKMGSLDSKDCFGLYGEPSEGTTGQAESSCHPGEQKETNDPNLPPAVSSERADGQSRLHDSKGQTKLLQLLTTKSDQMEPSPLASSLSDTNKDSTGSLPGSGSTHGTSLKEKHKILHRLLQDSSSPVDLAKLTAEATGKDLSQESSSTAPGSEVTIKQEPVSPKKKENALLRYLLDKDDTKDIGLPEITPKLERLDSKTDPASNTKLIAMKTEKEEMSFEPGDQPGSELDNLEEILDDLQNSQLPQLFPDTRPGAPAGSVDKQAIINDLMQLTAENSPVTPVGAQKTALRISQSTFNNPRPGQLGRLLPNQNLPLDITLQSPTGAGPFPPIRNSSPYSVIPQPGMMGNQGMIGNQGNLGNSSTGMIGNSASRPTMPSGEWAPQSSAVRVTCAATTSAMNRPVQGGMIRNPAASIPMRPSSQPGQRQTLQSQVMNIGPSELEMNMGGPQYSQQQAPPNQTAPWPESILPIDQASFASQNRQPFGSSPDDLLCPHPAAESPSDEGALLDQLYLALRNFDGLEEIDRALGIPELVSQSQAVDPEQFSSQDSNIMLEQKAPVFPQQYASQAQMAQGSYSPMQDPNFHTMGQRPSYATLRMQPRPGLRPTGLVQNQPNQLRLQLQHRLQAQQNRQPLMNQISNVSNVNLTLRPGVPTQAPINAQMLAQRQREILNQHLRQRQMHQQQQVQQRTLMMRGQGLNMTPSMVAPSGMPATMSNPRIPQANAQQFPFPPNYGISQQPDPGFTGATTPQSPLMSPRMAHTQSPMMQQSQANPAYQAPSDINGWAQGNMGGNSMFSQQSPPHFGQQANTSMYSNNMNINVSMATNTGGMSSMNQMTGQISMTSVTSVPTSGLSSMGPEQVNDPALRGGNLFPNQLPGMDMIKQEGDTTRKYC
LRH-1 inv ag – LRH-1 (NR5A2) inverse agonists, primary screen, cell-based, luminescence, HEK293T, StAR-luciferase reporter. inhibition, % at 3.6 µM. AID 602396, 2012. 360,000 tested, 0.13% active. LRH-1 transfected, 24 h;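 active means inhibition above the mean inhibition of all tested compounds plus 3 SD, cut at about 73% in these data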;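 further: 0% = DMSO wells and 100% = reporter-only cells lacking LRH-1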
TWEAK Fn14 block – inhibitors of TWEAK-Fn14 signaling, primary screen, luciferase reporter cells, uHTS | AID 1159606, 2016 | TWEAK-stimulated Fn14 reporter cells, luciferase luminescence, 8 h | 360,000 tested, 2% active | inhibition, % at 10 µM; in the data active means inhibition above about 50%
NR2F2 inh – NR2F2 transcriptional activity inhibitors, primary screen, cell-based, luciferase reporter, HEK293T, luminescence. COUP transcription factor 2 (Homo sapiens), P24468. HEK293T NGFI-A luciferase reporter. inhibition, % at 8.6 µM. 370,000 tested, 0.7% active. AID 686940, 2013;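 active means inhibition above a per-plate cutoff, mean inhibition of test wells between control levels plus 3 SD, cut at about 38% in these data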;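 further: cells cotransfected with COUP-TFII expression vector driving the NGFI-A reporter; 0% = median of COUP-TF2 test wells and 100% = reporter-only cells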
SRC1 inh – SRC1 coactivator transcriptional activity inhibitors, primary screen, cell-based, luminescence; 360,000 tested, 0.12% active; inhibition, % at 3.6 µM; Nuclear receptor coactivator 1 (Homo sapiens), Q15788; HEK293 GAL4-SRC1 luciferase reporter;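 active means inhibition above the campaign mean plus 3 SD, with each screening campaign given its own cutoff, cut at about 60% in these data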;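 further: 0% = DMSO treated cells and 100% = gossypol at 36 µM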
NOD2 RIPK2 PPI – NOD2-RIPK2 binding disruptors in cells, primary screen, fluorescence, CHO cells, BLA complementation | CCF4 ratio | inhibition, % at 4.98 µM | 360,000 tested, 0.38% active; in the data active means inhibition above about 21%;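 further: 0% = vehicle only and 100% = reference blocker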
NCOA3 inh – SRC3 coactivator transcriptional activity inhibitors, primary screen, cell-based, luminescence | 360,000 tested, 0.17% active | HEK293 GAL4-SRC3 luciferase reporter | AID 588352, 2011 | Nuclear receptor coactivator 3 (Homo sapiens), Q9Y6Q9 | inhibition, % at 3.6 µM;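 active means inhibition above a per-campaign cutoff, the mean of all compounds plus 3 SD, cut at about 60% in these data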;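 further: 0% = DMSO-treated cells and 100% = gossypol-treated cells at 36 µM; higher means less SRC3-driven luciferase light from the GAL4 reporter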
TROY signal inh – inhibitors of TROY-driven NF-kB signaling, primary screen, Q293 LMP1-TROYcd cells, NF-kB luciferase, uHTS; Q293 LMP1-TROYcd NF-kB luciferase reporter, 4 h; inhibition, % at 10 µM; 360,000 tested, 0.98% active; AID 1347056, 2019;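 active means compounds whose plate-normalised and pattern-corrected inhibition of the luciferase reporter signal at the single screening dose is 50% or more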
An asterisk follows results filed as active; x = no result given.

Start of the data: the first 3 records, to show the layout:
SMILES	TLR9-MyD88 inh	LMP1 NFkB inh	C8 TRAIL sens	SRC2 inh	LRH-1 inv ag	TWEAK Fn14 block	NR2F2 inh	SRC1 inh	NOD2 RIPK2 PPI	NCOA3 inh	TROY signal inh
C=CCNc1nc2c3ccccc3n(C(C)=O)c2s1	-7	-13	4	-18	6	2	2	-9	-2	-18	-10
c1ccc(-c2ccc(OCCOCCn3cncn3)cc2)cc1	-3	-11	6	-16	-77	-25	-17	-35	-8	-38	-38
O=C(Nc1ccc(-n2cnnn2)cc1)c1cc(S(=O)(=O)N2CCCC2)ccc1Cl	-8	5	9	13	27	7	10	-2	-7	-7	5

The whole of this part, previewed entries included:
SMILES	TLR9-MyD88 inh	LMP1 NFkB inh	C8 TRAIL sens	SRC2 inh	LRH-1 inv ag	TWEAK Fn14 block	NR2F2 inh	SRC1 inh	NOD2 RIPK2 PPI	NCOA3 inh	TROY signal inh
C=CCNc1nc2c3ccccc3n(C(C)=O)c2s1	-7	-13	4	-18	6	2	2	-9	-2	-18	-10
c1ccc(-c2ccc(OCCOCCn3cncn3)cc2)cc1	-3	-11	6	-16	-77	-25	-17	-35	-8	-38	-38
O=C(Nc1ccc(-n2cnnn2)cc1)c1cc(S(=O)(=O)N2CCCC2)ccc1Cl	-8	5	9	13	27	7	10	-2	-7	-7	5
O=C(NCCC(=O)N1CCN(c2ncccn2)CC1)c1ccccc1	6	1	-4	-4	5	-2	-6	-22	0	-8	7
O=C(Nc1ccc2c(c1)Cc1ccccc1-2)c1ccco1	8	-42	24	-45	-141	-19	-56	-86	-11	-134	-77
COn1c(-c2ccccc2)nc2c1CCc1c-2no[n+]1[O-]	-10	14	-7	-8	11	5	3	20	7	24	7
COc1ccc(CC(=O)NC(C)c2nnc(SCC(=O)Nc3cc(C)ccc3OC)n2C)cc1 (configuration not stated)	8	1	-17	-3	-6	-22	-4	16	-5	25	2
Cc1ccc(S(=O)(=O)N2C[C@H]3C(=O)C[C@@H](c4ccc(Cl)cc4)N(S(=O)(=O)c4ccccc4C)[C@H]3C[C@H]2c2cccc(Cl)c2)cc1	-10	-5	0	24	-1	-7	6	12	0	-5	2
CCOc1ccccc1NC(=O)C1CC2CCCC(C1)C2=O (configuration not stated)	-2	-4	-1	-12	8	7	-9	-10	-1	-1	7
CCOC(=O)C1=C(N)OC2=C(C(=O)CC(C)(C)C2)C1c1cccs1 (configuration not stated)	-8	4	-1	3	7	5	9	3	0	-22	-4
COC(=O)c1c(NC(=O)C2CCC2)sc(C(=O)N(C)C)c1C	10	1	2	-1	18	1	18	-7	-2	6	12
O=C(O)CSc1nc2ccccc2s1	1	-12	0	-22	5	2	10	-10	-4	2	4
O=C(NCC(c1ccco1)N1CCCCC1)c1cccc(NS(=O)(=O)c2ccc(Br)cc2)c1 (configuration not stated)	10	2	-11	12	-6	-1	23	-18	6	-13	2
Cc1cc(-n2nc(C)cc2C)n2nc(C)c(-c3ccccc3)c2n1	1	-7	-3	1	5	3	1	-6	-11	12	-9
O=C(C1CC1)N1CCN=C1SCc1cccc(C(F)(F)F)c1	-3	4	-8	7	12	-8	1	3	2	-5	-3
O=C(COC(=O)c1ccc(F)cc1F)Nc1ccc2c(c1)OCO2	6	-5	-14	-5	4	-9	-17	13	-8	15	-49
C[N+](C)(C)CCN1CCc2ccccc21	x	x	3	-16	2	4	-13	x	6	x	7
CCN(CC)S(=O)(=O)c1ccc(Cl)c(C(=O)Nc2ccc(Cl)cc2[N+](=O)[O-])c1	-3	16	10	17	25	35	32	9	-9	8	35
O=C(OC(C(=O)NC1CCCC1)c1ccc(F)cc1)c1ccno1 (configuration not stated)	-6	3	-12	-5	26	-4	9	9	-5	12	10
Cc1oc(-c2cccc(Cl)c2)nc1CN1CCC(C(=O)NCc2cccnc2)CC1	4	8	-10	17	-9	-14	12	-5	-3	7	-23
C/C(=N\Nc1nc(Cl)c(Cl)cc1Cl)c1ccc(S(=O)(=O)NCc2ccco2)cc1	-8	6	19	13	-15	30	-2	-7	-1	4	-1
CCCNc1c(NS(=O)(=O)c2ccc(C)cc2C)c(=O)oc2ccccc12	3	-5	-3	7	-26	-16	5	-8	-1	-21	24
COc1ccccc1N1C(=O)CC(Sc2ccccc2N)C1=O (configuration not stated)	9	-2	-5	-25	-2	17	5	4	-5	20	2
CC(C)CCn1nnnc1C(c1ccccc1)N1CCC(C(N)=O)CC1 (configuration not stated)	-6	1	4	18	5	0	-24	1	5	21	-14
COc1ccc(OC)c(NC(=O)C(=O)N/N=C/c2ccccc2[N+](=O)[O-])c1	-3	-5	-15	-11	19	3	2	6	0	10	1
Cc1cc(C)n(-c2ccc(C(=O)Nc3ccc(S(=O)(=O)N(C)C)cc3)cc2)n1	3	17	16	-11	19	32	32	18	2	31	23
O=C(/C=C/c1ccc(Cl)cc1)NCc1ccncc1	-7	-11	2	-6	8	-3	1	-4	-2	24	-19
COC(=O)COc1ccc(S(=O)(=O)N2CCN(c3ccccc3)CC2)cc1	-4	0	-7	-10	10	-11	3	-9	-1	16	22
CC(C)Oc1ccc(CN2CCC2(C)C(=O)Nc2cccc(Oc3ccccc3)c2)cc1 (configuration not stated)	x	x	-14	-2	7	18	6	-7	-2	-5	2
Cc1ccc(CSC2=NCCN2C(=O)C(C)Oc2ccccc2)cc1 (configuration not stated)	-10	-1	-9	9	1	11	1	-8	-7	19	8
CC(C)C(CCNC(=O)CC(Cc1ccccc1)c1ccco1)c1ccco1 (configuration not stated)	-2	2	-2	-30	-10	11	18	-11	-6	-12	7
COc1ccc(/C(C)=N/NC(=S)NCCc2ccccc2)c(O)c1	7	13	7	11	-6	26	7	-7	10	-10	2
Cc1oc2c(c1C(=O)NCc1ccccc1)CCCC2	-11	-1	-18	11	-25	-17	-1	-16	-3	-9	3
COc1cc(/C=N/NC(=O)C2C3CCCCC32C)cc(Br)c1O (configuration not stated)	-6	0	-7	-12	-16	-16	-5	-7	-9	-4	-9
Cc1cc(C(=O)CSc2nnc(N)s2)c(C)n1Cc1cccs1	3	30	69*	-2	-128	29	-22	-83	4	-98	-49
CCc1cc2c(C)ccc(C)c2nc1SCC(=O)Nc1c[nH]c(=O)[nH]c1=O	2	1	-12	2	13	15	11	0	-15	8	5
O=S(=O)(c1ccccc1)N1N=C(c2cccs2)CC1c1cccc(O)c1 (configuration not stated)	-15	0	-4	-4	-13	2	11	-3	0	-38	2
CC(C)Cn1c(N)c(C(=O)CSc2nccn2C)c(=O)n(C)c1=O	-2	-4	9	-18	9	-5	-7	-1	-10	2	-4
COc1ccc(CNCC(O)(c2ccccc2)c2ccc(F)cc2)cc1 (configuration not stated)	-8	6	-18	-4	-3	3	-12	-14	-1	13	-14
O=C(O)c1cccc(N(CCO)CCO)c1	-6	-7	1	-7	-25	-7	-2	3	-2	3	-2
CCSc1nnc2c(n1)OC1(CCCC1)Nc1ccccc1-2	2	2	-9	-19	0	-9	-11	0	-6	-11	-50
COc1ccc(CC(=O)NCC(=O)N/N=C(/C)c2ccco2)cc1	x	9	25	-12	-6	-5	-11	-4	-1	1	2
O=C1CCC(C(=O)N(CCO)Cc2ccccc2)CN1CCc1cccc(F)c1 (configuration not stated)	0	-4	-27	10	-27	-7	9	-10	12	-21	-5
COc1ccc(-n2cc(C(=O)c3cc4ccccc4oc3=O)c(C(C)=O)n2)cc1	-9	-6	1	-6	-17	11	0	-1	-8	-5	-20
CCOc1ccc(NC(=O)CN2CCN(CC(=O)Nc3ccc(OC)cc3OC)CC2)cc1	-7	8	40	11	13	-2	14	-12	-4	-5	7
COc1cc(NC(=O)c2ccco2)c(OC)cc1NC(=O)c1cc(OC)c(OC)c(OC)c1	6	-3	6	-5	-1	23	0	1	-10	18	-6
CC(C)(C)n1ncc2c(=O)n(CC(=O)Nc3ccc4c(c3)OCCO4)cnc21	1	4	-12	-15	10	3	-10	0	1	4	6
O=C(NCCCO)C(=O)Nc1cc2c3c(c1)CCC(=O)N3CCC2	5	-9	-14	-9	6	-10	-9	-18	-2	17	-5
O=S(=O)(Nc1ccc2c(c1)OCCO2)c1ccc(F)cc1	10	2	1	19	15	3	8	2	2	7	3
CC(=O)Nc1cccc(NC(=O)CSc2nc(C3CC3)nc3ccccc23)c1	1	23	28	41	27	31	13	15	-8	30	9
CCC(Cc1ccccc1)NC(=O)C1CCC(CNc2c(N3CCCC3)c(=O)c2=O)CC1 (configuration not stated)	0	6	15	-21	-2	13	-15	-15	-5	5	8
Cc1ccc(OCC(O)CN2CCN(CC(O)COC(C)C)CC2)c(C(C)(C)C)c1 (configuration not stated)	5	-20	-7	13	7	2	-10	0	-3	33	8
O=C(O)c1cccc(Br)c1	-11	-7	-2	-4	-8	27	-5	-5	7	15	-21
CC(C(=O)NC1CCCC1)N(c1ccc(Oc2ccccc2)cc1)S(C)(=O)=O (configuration not stated)	-1	4	-3	-23	10	0	11	-6	5	18	-6
CCn1cc([N+](=O)[O-])c(C(=O)Nc2ccn(Cc3ccccc3)n2)n1	-4	5	15	6	-9	-7	6	-9	-2	-11	2
CCN(CC)S(=O)(=O)c1cc(C(=O)N=c2sccn2C)ccc1OC	3	-4	-11	-12	-2	7	-3	-15	6	4	0
COc1ccccc1N1CCN(S(=O)(=O)c2cc(C(F)(F)F)cc(C(F)(F)F)c2)CC1	0	31	5	11	-7	-10	4	-13	0	8	-3
O=C(c1ccc2c(c1)OCO2)N(CC1CCCO1)C1(C(=O)NC2CCCCC2)CCCCC1 (configuration not stated)	-11	4	4	2	13	-20	-3	7	-5	9	3
Cc1ccc(S(=O)(=O)N(C)CC(=O)OCC(=O)NC(=O)Nc2ccc3c(c2)OCCO3)cc1	4	-11	1	-16	-14	46	-16	-11	-10	-5	-3
O=C1Nc2ccccc2-n2nnnc2C1N1CCN(CCN2CCOCC2)CC1 (configuration not stated)	x	x	9	-2	14	x	17	x	-4	x	x
O=C(Nc1ccccc1Br)C1CCN(C(=O)Cc2ccccc2)CC1	-7	6	15	17	-1	-1	-6	1	-12	11	-1
CSc1nnc(-c2ccccc2SC)o1	9	-5	-6	-28	-28	-10	3	-3	-3	-14	-7
CC1CCN(S(=O)(=O)c2ccc3c(c2)N(CC(=O)NCCCOC(C)C)C(=O)CS3)CC1	0	-5	-5	-4	1	-6	20	-6	0	10	-16

A portion of the library, so the mix of outcomes need not match the whole.
